Pf apPOL block = Pf-apPOL DNA polymerase inhibition; inhibition, % at 10 µM; 210,000 compounds, 0.25% hits; AID 1794808; Recombinant Pf-apPOL, molecular beacon fluorescence, 1.5 h
mHTT CaM bind = disrupts binding of mutant huntingtin to calmodulin; AID 1671202; P42858; 190,000 compounds, 3.6% hits; AlphaScreen His-mHTT/GST-CaM binding, luminescence; inhibition, % at 15 µM;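 note: 0% = both proteins with DMSO and 100% = one protein alone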
Target sequence (P42858 whole entry, looked up, stated change not applied): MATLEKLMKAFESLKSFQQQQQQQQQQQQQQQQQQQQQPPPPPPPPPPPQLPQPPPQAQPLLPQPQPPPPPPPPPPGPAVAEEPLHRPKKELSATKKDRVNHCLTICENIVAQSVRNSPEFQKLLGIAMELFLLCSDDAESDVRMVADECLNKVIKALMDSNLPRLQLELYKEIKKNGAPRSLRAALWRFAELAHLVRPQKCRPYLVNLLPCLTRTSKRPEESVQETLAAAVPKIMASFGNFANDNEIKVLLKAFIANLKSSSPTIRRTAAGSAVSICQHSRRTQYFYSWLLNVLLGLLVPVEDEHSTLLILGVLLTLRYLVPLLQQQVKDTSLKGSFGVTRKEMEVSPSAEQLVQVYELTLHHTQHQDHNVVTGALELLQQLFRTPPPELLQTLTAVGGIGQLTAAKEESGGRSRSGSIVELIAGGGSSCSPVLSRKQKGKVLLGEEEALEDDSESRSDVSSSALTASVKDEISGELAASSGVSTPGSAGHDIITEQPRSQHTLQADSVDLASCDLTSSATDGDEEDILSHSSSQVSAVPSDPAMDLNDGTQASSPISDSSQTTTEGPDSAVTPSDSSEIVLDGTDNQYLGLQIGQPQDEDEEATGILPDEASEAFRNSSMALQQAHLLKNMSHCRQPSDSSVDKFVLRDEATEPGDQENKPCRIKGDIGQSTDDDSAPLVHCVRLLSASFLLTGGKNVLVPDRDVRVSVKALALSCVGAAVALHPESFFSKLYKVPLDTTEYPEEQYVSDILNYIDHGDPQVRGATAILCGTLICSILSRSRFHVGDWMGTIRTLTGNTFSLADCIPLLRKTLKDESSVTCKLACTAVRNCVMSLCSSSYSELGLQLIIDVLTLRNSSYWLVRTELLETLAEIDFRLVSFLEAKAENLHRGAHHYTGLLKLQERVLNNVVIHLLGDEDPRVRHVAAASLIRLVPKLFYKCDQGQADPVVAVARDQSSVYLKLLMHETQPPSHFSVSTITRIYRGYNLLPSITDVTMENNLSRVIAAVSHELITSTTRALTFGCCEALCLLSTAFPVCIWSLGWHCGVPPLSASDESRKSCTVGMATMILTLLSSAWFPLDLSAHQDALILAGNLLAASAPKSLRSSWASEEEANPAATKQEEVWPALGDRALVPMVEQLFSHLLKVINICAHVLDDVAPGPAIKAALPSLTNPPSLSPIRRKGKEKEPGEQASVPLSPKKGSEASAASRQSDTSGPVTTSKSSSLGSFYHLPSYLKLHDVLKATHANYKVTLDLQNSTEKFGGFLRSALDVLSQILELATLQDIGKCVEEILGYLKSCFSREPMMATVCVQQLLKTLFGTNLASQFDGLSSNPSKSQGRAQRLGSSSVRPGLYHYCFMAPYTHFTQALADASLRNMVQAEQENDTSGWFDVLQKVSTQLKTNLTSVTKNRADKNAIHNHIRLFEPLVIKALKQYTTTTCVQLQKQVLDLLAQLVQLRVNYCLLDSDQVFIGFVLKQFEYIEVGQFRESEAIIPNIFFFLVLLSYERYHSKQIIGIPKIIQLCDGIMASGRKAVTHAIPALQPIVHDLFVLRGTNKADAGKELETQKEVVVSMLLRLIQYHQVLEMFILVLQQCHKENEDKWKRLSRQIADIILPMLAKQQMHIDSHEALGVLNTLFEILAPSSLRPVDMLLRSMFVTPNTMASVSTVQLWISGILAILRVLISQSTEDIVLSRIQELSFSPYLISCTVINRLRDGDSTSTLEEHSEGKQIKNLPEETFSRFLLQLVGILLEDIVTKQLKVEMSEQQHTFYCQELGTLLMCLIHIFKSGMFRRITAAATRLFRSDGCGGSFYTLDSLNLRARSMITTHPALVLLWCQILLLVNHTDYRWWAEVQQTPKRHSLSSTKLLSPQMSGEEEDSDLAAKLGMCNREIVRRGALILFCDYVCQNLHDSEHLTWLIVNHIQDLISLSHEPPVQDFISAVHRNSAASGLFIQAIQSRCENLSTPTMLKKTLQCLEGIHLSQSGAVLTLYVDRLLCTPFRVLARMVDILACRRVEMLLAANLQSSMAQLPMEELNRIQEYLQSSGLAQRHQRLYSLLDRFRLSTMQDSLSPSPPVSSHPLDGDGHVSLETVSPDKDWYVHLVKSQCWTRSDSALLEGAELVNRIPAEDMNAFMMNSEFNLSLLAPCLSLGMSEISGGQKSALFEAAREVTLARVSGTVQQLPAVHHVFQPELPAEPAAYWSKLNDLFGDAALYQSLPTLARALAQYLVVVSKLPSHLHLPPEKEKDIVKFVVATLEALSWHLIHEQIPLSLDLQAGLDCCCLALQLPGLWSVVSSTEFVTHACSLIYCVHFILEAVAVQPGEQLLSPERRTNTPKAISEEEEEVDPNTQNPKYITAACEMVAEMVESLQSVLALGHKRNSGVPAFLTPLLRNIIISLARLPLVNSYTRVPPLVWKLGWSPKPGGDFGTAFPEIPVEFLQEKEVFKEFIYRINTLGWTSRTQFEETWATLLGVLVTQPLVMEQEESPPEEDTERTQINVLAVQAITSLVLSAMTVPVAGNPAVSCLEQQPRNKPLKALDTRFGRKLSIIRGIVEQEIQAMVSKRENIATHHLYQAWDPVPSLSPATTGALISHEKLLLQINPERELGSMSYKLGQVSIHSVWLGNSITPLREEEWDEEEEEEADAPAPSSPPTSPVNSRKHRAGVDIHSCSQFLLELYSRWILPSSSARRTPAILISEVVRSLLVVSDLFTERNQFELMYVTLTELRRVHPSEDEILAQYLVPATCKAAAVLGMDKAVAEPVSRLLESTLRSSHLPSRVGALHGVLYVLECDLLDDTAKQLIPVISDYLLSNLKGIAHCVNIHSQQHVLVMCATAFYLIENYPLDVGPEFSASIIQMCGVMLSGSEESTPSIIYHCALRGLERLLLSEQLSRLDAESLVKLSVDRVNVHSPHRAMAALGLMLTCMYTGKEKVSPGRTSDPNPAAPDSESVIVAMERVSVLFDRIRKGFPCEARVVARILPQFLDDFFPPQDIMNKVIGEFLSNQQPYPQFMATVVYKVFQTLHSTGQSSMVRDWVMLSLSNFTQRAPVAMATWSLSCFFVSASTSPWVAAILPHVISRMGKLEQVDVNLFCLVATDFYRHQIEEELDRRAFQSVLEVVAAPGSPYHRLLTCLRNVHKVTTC
Active calls of the source: *; i = inactive; x = no result given; & = joins results of further samples. Cut-off read from the data, not from the text of the source: active = inhibition above about 50%; inactive = the rest. These rows are one share of the data; count on the stated rates, not on these rows.

SMILES | Pf apPOL block | mHTT CaM bind
O=C(c1ccc2c(c1)ncn2-c1ccc(OCc2ccccc2)cc1)N1CCC2(CC1)OCCO2 | -6 | 52*
CN1CCN(Nc2ccc([N+](=O)[O-])cn2)CC1 | -3 | -1
C/C(=C\c1ccc(Cl)cc1)[N+](=O)[O-] | -2 | 3
O=C(N1CCc2ccccc21)C(Cl)(Cl)Cl | -1 | -13
Cc1ccccc1CC(=O)N1CCN(Cc2ccc(=O)n(C)c2)CC1 | -8 | -8
Cc1c(C(=O)O)nnn1Cc1c(F)cccc1Cl | 1 | -16
CCOc1ccc(CC(=O)N2CCN(Cc3nc(C)cs3)CC2)cc1 | -8 | -6
N#CCC[C@H]1CC[C@]2(CCCN(Cc3ccccn3)C2)O1 | -8 | 5
NCC1(c2ccc3c(c2)OCCO3)CCOCC1 | 106* | -8
COc1ccc(CN2CCN(CCO)CC2)cc1Br | 18 | -4
COc1cc([N+](=O)[O-])ccc1NC(=O)c1cccn(Cc2cccc(C(F)(F)F)c2)c1=O | 4 | 4
CNC(=O)N(C)c1nnc(C(C)(C)C)s1 | x | -3
CC12CCC3C(CCC4CCCCC43C)C1CC(=Cc1ccccc1Cl)C2=O (centres undefined) | -9 | -9
O=[N+]([O-])c1ccc(C2OCN3COCC23)cc1 (centres undefined) | 6 | -3
O=C(Nc1nc(CC(=O)N2CCN(Cc3ccccc3)CC2)cs1)c1ccccc1 | -10 | -5
O=C(O)c1cn(Cc2ccccc2)c2ccccc12 | -17 | -1
COc1ccc(CN2CCN(C(=O)COc3ccccc3)CC2)cc1 | -6 | 1
CN1CCN(c2ccc([N+](=O)[O-])c(NCc3ccco3)c2)CC1 | 1 | 20
OC1CCN(Cc2c[nH]c3ccccc23)CC1 | -19 | -1
O=C(COc1ccccc1F)N1CCN(CCn2cccn2)CC1 | -3 | -18
CCOc1ccccc1C=C1Oc2cc(OC(=O)N(C)C)ccc2C1=O | -6 | -1
COc1ccc(-n2cnc3cc(C(=O)N4CCC5(CC4)OCCO5)ccc32)cc1 | -2 | 6
N#CC1=C(N)C(C#N)(C#N)[C@@H](c2ccc(F)cc2)[C@@H]2CSCC=C12 | x | -1
COc1cc2c(cc1OC)C(C(=O)Nc1ccc3c(c1)OCCO3)C1CCCCN1C2=O (centres undefined) | -2 | 14
O=C(Cc1noc2ccccc12)N1CCN(CCn2cccn2)CC1 | -8 | -4

New compounds follow
SMILES | Pf apPOL block | mHTT CaM bind
CCc1ccc(CN2CCN(c3ccccc3OC)CC2)cc1 | -3 | 0
O=C(COc1ccc(Cl)cc1)N1CCN(Cc2ccccc2)CC1 | -1 | 11
c1ccc2c3c([nH]c2c1)C1(CCNCC1)NCC3 | -3 | x
OC(Cc1ccncc1)C(Cl)(Cl)Cl (centres undefined) | -6 | -1
O=C(CN1C(=O)c2ccccc2S1(=O)=O)Nc1ccc(Cl)cc1C(=O)c1ccccc1Cl | -5 | x
O=C(Cc1ccccc1)N1CCN(Cc2ccc3c(c2)OCO3)CC1 | 3 | 6
Cc1cccc(NC2=NCC(C)S2)n1 (centres undefined) | x | -6
CC(C)C/C(=N\O)c1cn(C)c2ccccc12 | x | i
COc1ccc(-c2coc3cc(OC(=O)N(C)C)cc(O)c3c2=O)cc1OC | -7&0 | 17&21
CN1CCN(Cc2ccccc2[N+](=O)[O-])CC1 | -5 | 0
Cn1c(=O)n(C2CCNCC2)c2ncncc21 | 14 | -3
COc1cc(CN2CC3CC(C2)c2cccc(=O)n2C3)c([N+](=O)[O-])cc1OC (centres undefined) | -5 | 7
CCOC(=O)[C@]12Cc3cc(Cl)ccc3[C@H]1N(C)C(=O)c1ccccc12 | 5 | 11
Cc1cc(Cl)ccc1NC(=O)c1cn(C)c2ncccc12 | -2 | -8
Cn1cc(C(=O)Nc2cccc(OC(F)(F)F)c2)c2cccnc21 | 1 | 41
O=C1CC(=O)N(c2ccc(Cl)cc2)C(=O)N1 | -6 | 4
Fc1ccc(N2CCN(Cc3ccc(F)c(Br)c3)CC2)cc1 | -2 | 2
COc1cc(C(=O)Nc2ccc([N+](=O)[O-])cc2C(=O)c2ccccc2)cc(OC)c1OC | -2 | -5
Cc1ccc(C)c(CN2CCN(C)CC2)c1 | 0 | 0
O=S(c1ccc(Cl)cc1)c1ccc(Cl)cc1 | x | -9
COc1cccc(C2C3C(=NN2C(C)=O)C2CCN3CC2)c1 (centres undefined) | -4 | -8
CCn1c(C2CCCNC2)n[nH]c1=O (centres undefined) | -5 | 0
O=P(Nc1cccnc1)(Oc1ccccc1Cl)Oc1ccccc1Cl | 5 | 14
COc1ccc2c(c1)C1(CCN(C(=O)c3cccc(OC)c3OC)C1)C(=O)N2C (centres undefined) | 0 | -4
CN(C)CCn1cnc2ccccc21 | 7 | -2

Some of the entries above in another layout.
COc1cc(CN2CC3CC(C2)c2cccc(=O)n2C3)c([N+](=O)[O-])cc1OC (centres undefined)
  Pf apPOL block: -5; mHTT CaM bind: 7
CCOC(=O)[C@]12Cc3cc(Cl)ccc3[C@H]1N(C)C(=O)c1ccccc12
  Pf apPOL block: 5; mHTT CaM bind: 11
Cc1cc(Cl)ccc1NC(=O)c1cn(C)c2ncccc12
  Pf apPOL block: -2; mHTT CaM bind: -8
Cn1cc(C(=O)Nc2cccc(OC(F)(F)F)c2)c2cccnc21
  Pf apPOL block: 1; mHTT CaM bind: 41

3 entries from above, tab-delimited.
Molecule	Pf apPOL block	mHTT CaM bind
O=P(Nc1cccnc1)(Oc1ccccc1Cl)Oc1ccccc1Cl	5	14
Cn1c(=O)n(C2CCNCC2)c2ncncc21	14	-3
Cc1ccc(C)c(CN2CCN(C)CC2)c1	0	0

New compounds follow:
SMILES | Pf apPOL block | mHTT CaM bind
Clc1cccc(-n2nnnc2C2(N3CCCCC3)CCCCC2)c1 | 2 | -32
COc1ccc(CC2(CCc3ccncc3)C(=O)NC(=O)NC2=O)cc1 | -10 | 2
O=C1OC(c2ccccc2)=N/C1=C\N1CC2CC(C1)c1cccc(=O)n1C2 (centres undefined) | -8 | 6
Nc1cc2c(ncn2CCOCP(=O)(O)O)c(=O)[nH]1 | 13 | x
OC1CCN(Cc2cccnc2)CC1 | -7 | 1
CCOc1ccc2c(c1)c(C(=O)O)c(C)n2C | -4 | 4
COc1ccc(-c2coc3cc(OC(=O)N(C)C)ccc3c2=O)cc1OC | -3 | -1
CCC1(CC)C(=O)N(C)C(=O)N(C)C1=O | -4 | -4
C1CCC(NC2CCCCC2)CC1 | x | -3
Brc1cccc(CN2CCCCC2c2cccnc2)c1 (centres undefined) | 0 | -9
CCN1CCC(NC2CCCCCC2)CC1 | -1 | 3
CC12CCC3C(CCC4CCCCC43C)C1CC(=Cc1ccccc1F)C2=O (centres undefined) | -6 | -3
COc1cc(Br)c(CNCCc2ccc(F)cc2)cc1OC | -5 | -4
CCOc1ccc(-n2c(C(F)(F)F)nc3ccccc3c2=O)cc1 | -5 | 3
Cc1cccc(OCC(=O)N2CCN(Cc3ccccn3)CC2)c1 | 8 | -2
CC(C)NCCc1c[nH]c2ccccc12 | 1 | 5
COc1ccc2c(CCN)c[nH]c2c1 | 0 | 2
COc1cc(CN2CCN(C)CC2)cc(OC)c1 | 2 | -1
CC(C)(N)C(=O)Nc1ccc(Br)cc1C(=O)c1ccccc1Cl | -7 | 17
O=C(c1ccccc1)C(c1ccccc1)N1CCCC1 (centres undefined) | -1 | 1
N#CC(C#N)=Cc1ccc(-c2cccs2)s1 | -24 | x
O=[N+]([O-])c1nc(Br)n[nH]1 | x | -3
Cc1ccc(CN2CCN(Cc3ccccc3)CC2)cc1 | -11 | 1
O=C1CC(=O)N(c2ccc(Cl)cc2Cl)C(=O)N1 | -7 | 1
Cc1cccc(CN2CCN(c3ccc([N+](=O)[O-])cc3)CC2)c1 | 2 | 23

Next part:
SMILES | Pf apPOL block | mHTT CaM bind
COc1ccccc1N1CCN(C(=O)C(O)(c2ccccc2)c2ccccc2)CC1 | -13 | 82*
N#CC(C#N)=Cc1ccsc1 | -4 | x
COc1ccc(N2CCN(Cc3cccc(Cl)c3Cl)CC2)cc1 | 5 | 56*
COc1ccc2c(c1)C1(CCN(S(=O)(=O)c3ccc4c(c3)CC(=O)N4C)C1)C(=O)N2C (centres undefined) | 2 | 15
CN(C)C(=O)Oc1ccc2c(c1)OC(=Cc1ccncc1)C2=O | -11 | 3
CN1CCC2(CC1)OC1CCCCC1c1sccc12 (centres undefined) | x | 0
Cc1ccc(CS(=O)(=O)Cc2ccc(C(=O)N3CCC4(CC3)OCCO4)o2)cc1 | -15 | -2
O=[N+]([O-])c1ccc(CNCCc2ccc(Cl)cc2)cc1 | -1 | 2
Clc1cccc(CN2CCCCC2c2cccnc2)c1 (centres undefined) | -4 | -4
c1ccc(CCNC2CCCCCCC2)nc1 | -1 | 0
O=C1C2CCCN2C(c2cccnc2)N1c1ccc(Cl)c(Cl)c1 (centres undefined) | -2 | 21
NC(=O)CI | 3 | x
CC1OC(NCCc2ccccc2)C(O)C(O)C1O (centres undefined) | -2 | 7
O=C(c1ccccc1)c1cc(Cl)ccc1NC(=O)c1cnc2n(c1=O)CCS2 | -1 | 3
COc1ccc(CCNCc2ccc3c(c2)OCO3)cc1OC | -2&-8 | 1&0
COc1ccc(C=C2CC3C4CCC5CC(O)CCC5(C)C4CCC3(C)C2=O)cc1 (centres undefined) | 1 | -2
COc1ccc2c(c1)C1(CCN(C(=O)Nc3ccc(OC)c(F)c3)C1)C(=O)N2 (centres undefined) | -2 | 16
CC12CCCCC1CCC1C2CCC2(C)C1CCC2(C)O (centres undefined) | -1 | 2
COc1ccc2c(c1)C1(CCN(C(=O)c3ccccc3)C1)C(=O)N2C (centres undefined) | -6 | 2
N#Cc1cc([N+](=O)[O-])ccc1N1CC2CC(C1)c1cccc(=O)n1C2 (centres undefined) | -6 | -3
COc1cc(C2C(C#N)=C(N)Oc3c2c(=O)oc2ccccc32)cc(OC)c1O (centres undefined) | -6 | 2
O=C(COc1ccccc1)N1CCN(Cc2ccc([N+](=O)[O-])cc2)CC1 | 4 | 19
COc1ccc2c(c1)c(C(=O)O)c(C)n2C | -9 | 4
COc1ccc(CCNCc2ccccc2F)cc1 | 0 | -8
O=c1oc2ccccc2c(O)c1C(c1ccccn1)c1c(O)c2ccccc2oc1=O | 4 | -7

Other entries
SMILES | Pf apPOL block | mHTT CaM bind
NCC(=O)Nc1ccc(Br)cc1C(=O)c1ccccc1 | -3 | 11
COc1cc(C=C(C#N)C#N)cc(OC)c1OC | x | -3
COc1ccc2c(c1)C1(CCN(S(=O)(=O)c3ccc(C#N)cc3)C1)C(=O)N2 (centres undefined) | -5 | -2
O=C(Cc1ccccc1Cl)N1CCN(Cc2nc3ccccc3[nH]2)CC1 | -11 | -2
Cc1cc(C)n(-c2cc(N3CCNCC3)ccc2[N+](=O)[O-])n1 | 4 | 4
CC(N)Cn1nc(C(F)(F)F)cc1C1CC1 (centres undefined) | x | -8
Cc1ccc(C(=O)Nc2ccc(N/C(N)=N/[N+](=O)[O-])cc2)cc1 | 2 | i
COc1ccc(N2CCN(Cc3ccc(Cl)c(Cl)c3)CC2)cc1 | -5 | 65*
NCCc1ccc(S(N)(=O)=O)cc1 | -12 | 0
CN1CCN(Cc2ccc(Cl)cc2Cl)CC1 | -8 | -4
COc1ccc(CN2CCN(Cc3ccccc3)CC2)c(O)c1 | -2 | 6
COc1cccc(CNCCc2ccccc2F)c1 | 0 | -8
Cc1ccc(C2SCC(=O)Nc3c2c(=O)[nH]n3C2CCCC2)cc1 (centres undefined) | 0 | 0
CC(C)c1ccc(CN2CCN(CCO)CC2)cc1 | 1 | -3
C=CCN1CCC23c4c5ccc(O)c4O[C@H]2C(=O)CC[C@@]3(O)C1C5 (some centres undefined) | -1 | x
CN(C)CCc1ccc(O)cc1 | -2 | x
CSc1ccc(CN2CCN(c3cccc(C)c3C)CC2)cc1 | -4 | 23
COCCN1CCC(N2CCCN(C(=O)Cc3c[nH]c4ccccc34)CC2)C1=O (centres undefined) | -3 | 12
COc1ccc(OC)c(-n2c(O)c(C=C3C=Nc4ccccc43)c(=O)[nH]c2=O)c1 | -2 | 34
OC(c1ccccc1)(c1ccccc1)C1CCCN1 (centres undefined) | -5 | -3
C=C[C@]1(O)CCC2C3CC4O[C@@]45CC(OC(C)=O)CCC5(C)C3CCC21C (some centres undefined) | x | -8
COc1ccccc1N1CCN(Cc2ccccc2)CC1 | -3 | -7
COc1cccc(N2C=C(C#N)S(=O)(=O)c3ccccc32)c1 | 2 | -4
O=C1NC(=O)C(CC2CCCCC2)C(=O)N1 | 0 | 2
Fc1ccc(N2CCN(CCc3ccccc3)CC2)cc1 | 21 | 2

Additional results
SMILES | Pf apPOL block | mHTT CaM bind
CCCc1nc(SCC(=O)c2ccc(Cl)cc2)nc(OC(=O)N(C)C)c1C | -21 | x
C[C@]12Cc3cn4c(nc3C=C1CCC1C2CC[C@@]2(C)[C@H]1CC[C@@]2(O)C#N)nc1ccccc14 (some centres undefined) | -6 | x
N#CC[N+]12CCN(CC1)CC2 | x | -5
Clc1cc(Cl)cc(NC2=NCCS2)c1 | -10 | x
CCN1C(=O)NC(=O)/C(=C/c2cn(CC(=O)NCCOC)c3ccccc23)C1=O | -6 | 5
COc1ccc(Oc2c(C(F)(F)F)oc3cc(OC(=O)N(C)C)ccc3c2=O)cc1 | -56&3 | 16&10
CCCN1CCC(NC(C)CCCC(C)(C)O)CC1 (centres undefined) | -5 | -3
CC(Nc1ccc([N+](=O)[O-])c2cccnc12)c1ccccc1 (centres undefined) | 1 | 6
CCOc1ccc(CN2CCN(c3cccc(C)c3C)CC2)cc1 | -3 | 2
COc1ccccc1CN1CCN(c2cccc(C)c2C)CC1 | -11 | -7
O=C(OCC1CCCN2CCCCC12)c1cc2ncc(Br)cn2n1 (centres undefined) | x | -1

Reprinted at random: 3 records from the list, in no set order.
SMILES | Pf apPOL block | mHTT CaM bind
CCOc1ccc(CN2CCN(c3cccc(C)c3C)CC2)cc1 | -3 | 2
C[C@]12Cc3cn4c(nc3C=C1CCC1C2CC[C@@]2(C)[C@H]1CC[C@@]2(O)C#N)nc1ccccc14 (some centres undefined) | -6 | x
CC(Nc1ccc([N+](=O)[O-])c2cccnc12)c1ccccc1 (centres undefined) | 1 | 6

Compound activity (PubChem BioAssay)
